Pin1 inh = human Pin1 inhibition | Potency, µM (titrated, usually from 115 µM), inactives show at the highest dose activity, negative = inhibition, hits mostly inhibitors | Pin1 FP peptide displacement, HiFluor488, 10 min | AID 504891 | Q13526 | 0.009% of 390,000 active; active means well fitted inhibition curve with a large enough effect in the polarisation, with a control signal flat, not every such curve was filed as active; inconclusive means small, poorly fitted or top-dose-only effect, or effect the other way, or a change in a side signal; inactive means no such curve, though single readings can be large or run the other way; the % refers to the polarisation; further: potency means the concentration at half of the fitted maximal effect; on the % scale 0 is the no-effect control and ±100 the full control effect
Target sequence (Q13526 whole entry, looked up): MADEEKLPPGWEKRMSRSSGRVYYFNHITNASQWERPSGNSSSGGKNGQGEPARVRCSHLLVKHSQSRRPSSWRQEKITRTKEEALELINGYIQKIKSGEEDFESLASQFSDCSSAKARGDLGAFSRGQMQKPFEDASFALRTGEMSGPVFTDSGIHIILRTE
D2 antagonist = antagonists of human D2 dopamine receptor | 2% of 340,000 active | HEK293 TREx D2 cells, calcium flux, dopamine EC80 | inhibition, % at 10 µM | AID 485344; in the data active means inhibition above about 30%; further: 0% is about no effect
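Tetracycline-induced HEK293 TREx cells expressing D2 receptor forced-coupled to calcium signalling, loaded with no-wash calcium dye. Compounds added and calcium flux read 180 s, then dopamine added at EC80 and read a further 180 s.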
rTrxR1 inhibitor = rat TrxR1 inhibition; 1% of 390,000 active; recombinant rTrxR1, NADPH fluorescence consumption, selenite substrate; O89049; Potency, µM (top dose mostly 114 µM), without a hit: at the highest dose activity change, negative = inhibition, most hits filed as inhibitors; further: potency means the concentration at half of the fitted maximal effect; on the % scale 0 is the no-effect control and ±100 the full control effect; nearly all actives have a fitted effect of over 65% in size
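Rat TrxR1 (90 nM in the dispensed reagent) was pre-reduced with 400 uM NADPH for 5 min at room temperature, then incubated with compound for 15 min. After 400 uM selenite was added, NADPH fluorescence (Ex 340/Em 450 nm) was followed for 8 min.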
USP1 inh = USP1/UAF1 (human) deubiquitinase inhibition | recombinant USP1/UAF1, Ub-Rhodamine cleavage fluorescence | Potency, µM (top dose mostly 57.1 µM), without a hit: top-dose activity change, negative = inhibition, hits mostly inhibitors | 0.23% of 390,000 active; further: potency means the concentration at half of the fitted maximal effect; on the % scale 0 is the no-effect control and ±100 the full control effect; nearly all actives have a fitted effect of over 60% in size; inactives centre near -12
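In this screen, compounds sit with the deubiquitinase complex (1nM) for 15 min at room temperature before Ub-Rho is added at 150nM final. Fluorescence rise is then followed for 6 reads every 60 seconds.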
mIDH1 inhibitor = blocks human mutant IDH1 R132H enzyme; 0.093% of 390,000 active; IDH1-R132H enzyme, NADPH consumption, diaphorase/resazurin fluorescence; Potency, µM (series often up to 76.6 µM), inactives show at the highest dose activity change, negative = inhibition, usual class: inhibitors; O75874; further: potency means the concentration at half of the fitted maximal effect; on the % scale 0 is the no-effect control and ±100 the full control effect; nearly all actives have a fitted effect of over 65% in size
Target sequence (O75874 whole entry R132H, stated change not applied): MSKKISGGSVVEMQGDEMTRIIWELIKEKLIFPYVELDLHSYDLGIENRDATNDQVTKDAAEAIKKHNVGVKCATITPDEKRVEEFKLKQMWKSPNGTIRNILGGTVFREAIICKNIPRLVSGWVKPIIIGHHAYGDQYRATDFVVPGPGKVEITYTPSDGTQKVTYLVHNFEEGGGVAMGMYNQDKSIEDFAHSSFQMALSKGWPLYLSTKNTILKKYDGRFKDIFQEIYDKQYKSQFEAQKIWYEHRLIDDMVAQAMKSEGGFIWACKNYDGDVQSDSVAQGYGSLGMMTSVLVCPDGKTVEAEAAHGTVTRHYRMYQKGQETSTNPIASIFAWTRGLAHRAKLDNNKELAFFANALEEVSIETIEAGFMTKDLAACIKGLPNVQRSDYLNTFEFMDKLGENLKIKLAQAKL
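IDH1-R132H (0.5 ug/mL) preincubated 30 min with compound, then NADPH (0.016 mM) and alpha-KG (2 mM) added; 80 min at RT, pH 7.5. Remaining NADPH coupled via diaphorase/resazurin to fluorescence (540/590 nm); concentration-response curves normalized to no-enzyme control.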
TRHR ag = activates the human TRH receptor | P34981 | TRHR cells, calcium flux fluo-8, FDSS agonist mode | activation, % at 2 µM | 0.18% of 360,000 active | AID 493084; in the data active means activation above about 30%; further: 0% is about no effect
Target sequence (P34981 whole entry, looked up): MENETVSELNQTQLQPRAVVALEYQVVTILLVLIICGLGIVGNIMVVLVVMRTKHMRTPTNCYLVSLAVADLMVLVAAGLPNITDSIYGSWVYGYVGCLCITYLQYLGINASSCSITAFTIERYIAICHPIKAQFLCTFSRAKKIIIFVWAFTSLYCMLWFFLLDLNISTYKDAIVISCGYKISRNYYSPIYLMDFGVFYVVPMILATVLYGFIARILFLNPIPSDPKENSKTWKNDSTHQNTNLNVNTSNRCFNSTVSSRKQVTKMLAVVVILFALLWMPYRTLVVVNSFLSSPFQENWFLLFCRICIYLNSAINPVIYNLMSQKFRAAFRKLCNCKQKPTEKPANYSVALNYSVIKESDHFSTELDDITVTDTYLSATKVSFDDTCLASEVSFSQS
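Agonist-mode FDSS calcium read (Ex 480/Em 530, 1 s cycles) in 1536-well TRHR cells with fluo-8 dye, after 10-cycle baseline and 23 nL compound addition; TRH at EC20 (10 nM final) added afterwards for the enhancer phase.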
D2 ag = D2 dopamine receptor (human) agonism; P14416; HEK293 T-REx D2 cells, calcium flux agonist mode; activation, % at 2 µM; 0.53% of 340,000 active; AID 485358;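 active means activation over 3 SD above normal in the single-dose calcium agonist read, cut at about 30% in these data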; further: 0% is about no effect
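Calcium-flux readout, 1 cycle/sec over 180 s following compound pin transfer, in inducible HEK293 Trex D2 cells (force-coupled); dopamine controls included. Positive calcium responses during this window marked compounds as potential agonists.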
TrxR1 substrate = rat thioredoxin reductase 1 substrate activity. purified TrxR1 substrate turnover, NADPH consumption readout. Potency, µM (titrated, usually from 114 µM), for inactives: at the top dose activity change, negative = substrate turnover. 0.01% of 390,000 active; further: potency means the concentration at half of the fitted maximal effect; on the % scale 0 is the no-effect control and ±100 the full control effect; nearly all actives have a fitted effect of over 50% in size
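Rat TrxR1, dispensed at 90 nM, was prereduced with 400 uM NADPH (final) for 5 min at ~22 deg C, then incubated with compound 15 min before 400 uM selenite. A first-read NADPH fluorescence drop versus no-compound background flagged substrates.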
TRHR PAM = allosterically enhances the human TRH receptor; P34981; TRHR cells, fluo-8 calcium fluorescence, EC20 TRH enhancement; enhancement, % at 2 µM; 0.66% of 360,000 active; in the data active means enhancement above about 30%; further: 0% is about no effect
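TRHR-expressing cells loaded with fluo-8 calcium dye were read kinetically (ex 480/em 530) during compound addition, then stimulated with an EC20 of TRH (10 nM final). Enhancement of the Gq-mediated intracellular calcium response was scored.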
* marks the source's active call; other numbers are inactive results; ? = inconclusive; / = no result given; & = joins results of further samples; ! = repeats disagree; [ ] = dose if it differs, or a comment. Unless noted, the call rests on the fitted dose curve; in most records, active means well fitted inhibition curve with a large enough effect; inconclusive means small, poorly fitted or top-dose-only effect; inactive means no such curve, though single readings can be large or run the other way. Not all compounds are listed; count on the stated rates, not on these rows.

mol | USP1 inh | D2 antagonist | Pin1 inh | TRHR PAM | TRHR ag | D2 ag | TrxR1 substrate | rTrxR1 inhibitor | mIDH1 inhibitor
CCOc1ncccc1C(=O)OCC(=O)c1ccc(C)c(C)c1 | -14% | 7 | 1% | -3 | -0.1 | 0.0 | -6%[57.1 µM] | 4%[57.1 µM] | 3%
NS(=O)(=O)c1ccc(CCNC(=O)c2ccc3c(=O)n4c(nc3c2)CCCCC4)cc1 | -17% | / | -2% | / | / | / | -1% | 13% | -13%
Cc1nn(C2CCS(=O)(=O)C2)c(Cl)c1/C=C/C(=O)OCC(N)=O (stereo not drawn) | -16% | 0 | -2% | 33* | 0.6 | 1.3 | 2% | 15% | 0%
C/C(=N/NC(=O)c1ccc(Br)s1)c1ccncc1 | -14% | -3 | 5% | -3 | 0.4 | -0.9 | -15% | -20% | -5%
O=C(N/N=C/c1c(O)ccc2ccccc12)c1[nH]ncc1Br | ? | 2 | 32%[activator] | 10 | 5.4 | 3.1 | -2%[57.1 µM] | 9% | 11%
COc1ccc(C(=O)Nc2ccc(SC(F)F)cc2)cc1 | -2% | 20 | 0% | 10 | 0.1 | -1.1 | 0% | 14% | 6%
COc1cccc(CN2CC(C(=O)NCCc3ccc(C)o3)CCC2=O)c1 (stereo not drawn) | -8% | / | -6% | 3 | 0.3 | / | 7% | 20µM* | -1%
Cc1oc(C(C)(C)C)c(CN2CCOCC2)c1C(=O)O | -10% | 5 | 4% | -2 | 1.2 | -0.8 | 10%[57.1 µM] | 27%[57.1 µM] | -5%
O=C(COc1ccc2ccc(=O)oc2c1)N1CC[C@@]2(O)CCCC[C@H]2C1 | 2% | 12 | -3% | -3 | 0.1 | 1.4 | 35%[activator] | ? | -7%
Cc1ccccc1N1C(=S)NC2c3ccccc3OC1(C)C2C(=O)N(C)C (stereo not drawn) | -2% | 8 | 0% | 7 | -0.1 | 0.4 | 10%[57.1 µM] | 32%[57.1 µM] | -1%
O=C(CSc1n[nH]c(-c2cccs2)n1)NCc1cccs1 | -19% | -1 | -8% | -3 | 0.0 | 0.4 | 10% | 13% | 2%
CCCCN(CCCC)C(=O)c1c[nH]c2ccc(S(=O)(=O)Nc3cccc(Cl)c3C)cc2c1=O | -16% | / | 66%[activator] | 7 | -1.3 | -0.1 | -6%[57.1 µM] | 0%[57.1 µM] | 4%
CCCN=C(C)C1=C(O)c2ccccc2C1=O | -16% | -5 | -5% | 0 | 1.7 | -0.3 | -3% | 15% | 0%
COc1cccc(NC(=O)C(NCC(C)(C)CN(C)C)c2ccccc2)c1 (stereo not drawn) | -2% | -32 | -1% | 6 | -0.8 | -0.2 | 5% | 9% | 12%
CC1Cc2ccccc2C(=O)N1 (stereo not drawn) | -11% | -9 | -2% | -1 | -0.2 | -1.4 | -11% | 3%[57.1 µM] | 0%
CC(C)(C)C(=O)O/N=C(\N)COc1cccc(Cl)c1 | -17% | -3 | 5% | 1 | -0.4 | 0.4 | -19%[57.1 µM] | 14%[57.1 µM] | 4%
Cc1cccc(S(=O)(=O)c2c(N)n(/N=C/c3ccco3)c3nc4ccccc4nc23)c1 | -23% | -17 | ? | 0 | 1.1 | 1.1 | 43%[activator] | 1% | -3%
CCc1ccccc1NC(=O)Cn1nc(C(F)(F)F)cc1C1CC1 | 0% | / | 4% | -1 | 0.1 | / | 5% | 13% | -2%
CSc1nc(=S)n(Cc2ccccc2)c(C)c1C(C)=O | -12% | 0 | 14% | -1 | -0.4 | -0.7 | -12% | -7% | 1%
COc1ccc(NC(=O)Cn2c(=O)oc3cc(S(=O)(=O)NCc4ccccc4)ccc32)c(OC)c1 | ? | / | 1% | -8 | -0.1 | 1.4 | 3%[57.1 µM] | 28%[57.1 µM] | 11%
COc1cccc([C@@H]2CC=C(C(=O)O)[C@H](c3ccccc3)N2S(=O)(=O)c2ccc(C)cc2)c1 | -11% | 3 | 5% | 1 | -0.2 | -0.1 | 10%[57.1 µM] | 15%[57.1 µM] | 5%
Cc1ccccc1N1C(=O)c2ccccc2C1Nc1cccnc1 (stereo not drawn) | -8% | 4 | -8% | -3 | 0.6 | 0.9 | 2%[57.1 µM] | 2%[57.1 µM] | -4%
COc1ccc(N(CC(O)Cn2nnc3ccccc32)S(=O)(=O)c2ccc(C)cc2)cc1 (stereo not drawn) | ? | -1 | 3% | -3 | 1.7 | 1.4 | 9% | 26% | 0%
Cc1c(NC(=O)c2ccccc2)c(=O)n(-c2ccccc2)n1C | -6% | -19 | 2% | 5 | 0.3 | 0.0 | -6% | 5% | 0%
O=C(NCCSCc1ccco1)c1ccc(=O)[nH]c1 | -15% | / | -5% | -3 | 1.4 | / | 6% | ? | -10%
CCN(CC)C(=O)C(C)OC(=O)COc1ccc(Cl)cc1Cl (stereo not drawn) | -6% | -5 | -14% | -1 | -0.2 | -0.5 | 10%[0.457 µM] | -5% | 2%
O=S(=O)(NCc1ccco1)N1CCOCC1 | -24% | -17 | -1% | 20 | 1.0 | 1.1 | -13%[57.1 µM] | 1%[57.1 µM] | 7%
COc1ccccc1NC(=O)N1CCc2c([nH]c3ccccc23)C1C(F)(F)F (stereo not drawn) | 3% | 1 | 9% | 1 | -1.3 | -2.0 | 1%[57.1 µM] | -7%[57.1 µM] | -1%
COC(=O)c1cn(-c2ccccc2)nc1C(=O)OC | -2% | -10 | -10% | 4 | 0.4 | 0.4 | -1% | 6% | 15%
CC(C)=C(NC(=O)c1ccccc1)C(=O)NCc1ccccc1 | -12% | -5 | 0% | -2 | -0.3 | -0.1 | -1% | 12% | 5%
C[C@H](NC(=O)c1ccc(C(C)(C)C)cc1)C(=O)N1CCOCC1 | -25% | / | -1% | / | / | / | 4% | 13% | -1%
COc1ccc(OC)c(C(=O)N2CCC(CCC(=O)NC3CC3)CC2)c1 | -17% | 4 | 2% | -3 | 0.6 | 0.3 | 4% | 20% | -5%
FC(F)(F)c1cnc(N2CCSCC2)c(Cl)c1 | -18% | 5 | -6% | -1 | 0.0 | 0.5 | -4% | 1% | -9%
N#C/C(=C\c1ccc(-c2ccc(C(=O)O)cc2)o1)c1nc2ccccc2[nH]1 | 28µM* | 7 | ? | 4&3 | 31*! | -2.2&-0.4 | -10%&-24% | 10%[57.1 µM] | 3%&31%
CCNc1ccc(C(=O)Nc2ccc3nc(C)sc3c2)cc1[N+](=O)[O-] | -11% | -2 | 3% | 2 | -1.0 | -0.7 | -7% | -7% | 5%
CC1(C)OC(C)(C)/C(=C/Nc2ccc(O)cc2)C1=O | ? | / | ? | 21 | 2.6 | / | -14% | -18% | 7%
Cc1cccc(NC(=O)c2sc(NC(=O)COc3ccccc3)c(C#N)c2C)c1C | -13% | 19 | -2% | -9 | 0.2 | 1.0 | -12% | 1% | 2%
COc1cc(OC)cc(C(=O)NCC(=O)N2CC=C(c3ccccc3)CC2)c1 | -20% | 5 | -3% | 1 | -0.9 | -1.1 | 0% | 2% | 11%
Cc1ccc(-c2nnc(N3CCN(C(=O)COc4cccc(C)c4)CC3)c3ccccc23)cc1 | -4% | -7 | 1% | 1 | -0.9 | -1.0 | 2%[57.1 µM] | 3%[57.1 µM] | -8%
Cc1cccc(N(CC(=O)NCCSCc2cccc(Cl)c2)S(=O)(=O)c2ccccc2)c1C | -24% | / | 5% | -16 | 3.5 | 2.7 | 7% | 38%[activator] | 0%
S=C(Nc1ccccc1)N1N=C(c2cccs2)CC1c1cccs1 (stereo not drawn) | -15% | -12 | ? | -3 | 1.4 | 0.3 | 5%[57.1 µM] | 21%[57.1 µM] | 1%
COc1cc(NC(=O)Nc2c[nH]c(=O)[nH]c2=O)cc(OC)c1OC | -10% | / | ? | 0 | 0.1 | / | -5%[57.1 µM] | -4%[57.1 µM] | -18%
O=C(c1ccc2c(c1)N(Cc1ccc(F)cc1)C(=O)c1ccccc1S2(=O)=O)N1CCCC1 | -12% | / | -5% | -7 | 0.4 | 0.5 | 3% | 37%[activator] | -9%
COc1cc(NC(=O)n2ncc3cc(Cl)ccc32)cc(OC)c1 | -2% | 5 | -1% | -7 | -0.5 | -0.4 | 0% | 19% | 1%
O=C1CSC(c2cn(-c3ccccc3)nc2-c2ccccc2)N1Cc1ccco1 (stereo not drawn) | ? | 17 | 12% | 1 | -0.8 | 0.8 | -6% | ? | 6%
CNS(=O)(=O)c1cn(CC(=O)NCc2cccc(OC)c2)cc1S(=O)(=O)NC | -9% | -12 | 1% | -8 | -0.6 | -0.5 | -4% | -6% | 1%
CC12CCC(C(S(=O)(=O)Nc3ccccc3)C1=O)C2(C)C (stereo not drawn) | -3% | / | 1% | / | / | / | 3%[2.29 µM] | 3%[2.29 µM] | -1%
COc1ccc(N2CCN(c3nc4ccccc4nc3NS(=O)(=O)c3ccccc3)CC2)cc1 | 2% | 0 | -9% | 1 | 0.2 | -0.1 | -3%[57.1 µM] | -11%[57.1 µM] | -3%
Cn1c2c(c(=O)n(C)c1=O)C(c1ccc(F)cc1)C(C#N)=C(N)O2 (stereo not drawn) | -7% | -20 | -12% | -3 | 0.3 | 0.7 | 6% | -21%[57.1 µM] | 15%
Cc1cccc(C(=O)OCc2cc(=O)n3nc(C4CC4)sc3n2)c1 | -20% | / | 2% | 9 | 0.5 | 0.3 | 5%[57.1 µM] | 12%[57.1 µM] | 9%
CCOc1ccc(CSCCNC(=S)Nc2ccccc2)cc1 | -12% | -19 | -2% | -7 | -1.2 | -1.2 | -9% | -20% | 7%

Compound activity: PubChem, National Center for Advancing Translational Sciences (NCATS)
